From PubChem BioAssay
M. tuberculosis HTS: M. tuberculosis growth inhibition, HTS (AID 449762) | inhibition, % at 25 µM, or IC50 in µM where a hit was titrated | M. tuberculosis H37Rv growth inhibition, 7H9 media; higher % means a stronger effect | actives 0.59% (n = 330,000); in the data active means a potency from the dose series; inconclusive means inhibition above about 70% without an active follow-up result;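 further: bacterial growth assessed after seven days of incubation; strong numbers were not always called active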
tuberculosis growth: growth inhibition of non-replicating M. tuberculosis (AID 488890); actives 0.39% (n = 320,000); inhibition, % at 25 µM, or IC50 in µM where a hit was titrated; Mycobacterium tuberculosis non-replicating, growth inhibition; higher % means a stronger effect; in the data active means a potency from the dose series; inconclusive means inhibition mostly from about 82% at the one dose, without a potency; inactive means the rest, 99 in 100 with inhibition below about 76%;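 further: plate controls were DMSO cells for no effect and high antibiotic wells for full effect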
PhoP GFP inhibition: PhoP regulon inhibitors, Salmonella typhi PhoP promoter GFP reporter, confirmatory (AID 1850). Salmonella Typhi PhoP-promoter GFP reporter, fluorescence, 4 h; higher % means a stronger effect. one-dose inhibition, % at 50 µM; IC50 in µM for titrated hits. actives 0.33% (n = 310,000); in the data active means a potency from the dose series; inconclusive means inhibition mostly from about 25% at the one dose, without a potency; inactive means the rest, 99 in 100 with inhibition below about 19%;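 further: 0% = induced wells with vehicle and 100% = uninduced wells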
H1N1 NS1A inhibition: H1N1 influenza NS1A inhibitors, functional cell based assay (AID 504329). NS1A functional cell-based assay, percent inhibition; higher % means a stronger effect. inhibition, % at 12.5 µM; hits with a dose series show IC50 in µM. actives 0.3% (n = 340,000); in the data active means a potency from the dose series; inconclusive means inhibition above about 27% without an active follow-up result; further: strong numbers were not always called active
inhibitors of VEEV: inhibitors of VEEV TC-83 cytopathic effect, confirmation, Vero cells (AID 588727); Vero cells, VEEV TC-83 cytopathic effect inhibition; higher % means a stronger effect; one-dose inhibition, % at 20 µM; IC50 in µM for titrated hits; actives 0.13% (n = 350,000); in the data active means a potency from the dose series; inconclusive means inhibition mostly from about 14% at the one dose, without a potency; inactive means the rest, 99 in 100 with inhibition below about 12%; further: strong numbers were not always called active
inhibitors of VEEV 10K pilot screen: recorded beside inhibitors of VEEV, whose call it bears; inhibition, %; measured here: 10K pilot screen inhibition
* hit, by the source's call; i = inactive; ? = inconclusive; / = no result given.

SMILES	M. tuberculosis HTS	tuberculosis growth	PhoP GFP inhibition	H1N1 NS1A inhibition	inhibitors of VEEV	others
O=[N+]([O-])c1[nH]cnc1Br	/	/	/	10.0%	i
COc1ccc(N2CCN(C(CNC(=O)C(=O)NC3CC3)c3ccco3)CC2)cc1 (stereo not drawn)	-3.9%	-3.9%	0.7%	-16.5%	0.5%
CCN1CCN(CCCNC(=O)c2ccc3c(c2)N(Cc2ccc(C)cc2)CCS3)CC1	7.1%	-6.8%	2.4%	16.3%	i
C[C@@]12CCC=C[C@H]1[C@H](c1ccc(/C=C/c3ccccc3)cc1F)N(Cc1ccccc1)C2=O	4.3%	29.5%	9.1%	3.0%	i
CC1(C)SC(=Nc2ccccc2)N(S(=O)(=O)c2ccccc2)C1=O	2.5%	3.5%	-4.1%	-0.3%	1.4%	inhibitors of VEEV 10K pilot screen=1.1
CC(NC(=O)c1cncc(Br)c1)c1ccc(S(N)(=O)=O)cc1 (stereo not drawn)	-3.6%	-6.8%	-3.5%	14.3%	2.6%
O=C(CO/N=C/c1ccc(OC(F)F)cc1)NCc1cccs1	-1.2%	?	-9.4%	-4.0%	0.4%
CCOC(=O)c1ccc(NC(=O)c2nc[nH]c2C(=O)N[C@@H](C)C(=O)OC(C)(C)C)cc1	?	49.5%	-6.1%	-14.8%	4.9%
CCC1CCCCN1C(=O)CSc1nnc(CNC(=O)c2cc(OC)c(OC)c(OC)c2)o1 (stereo not drawn)	-1.3%	-6.7%	2.6%	4.2%	1.6%
COc1cc(CC(=O)NCC(C)(C)N2CCOCC2)cc(OC)c1OC	-2.0%	-8.5%	-12.1%	-22.9%	1.9%
O=C1OCCC1Sc1nc2ccccc2c(=O)n1Cc1ccccc1 (stereo not drawn)	-9.5%	5.6%	5.1%	2.4%	i
CCOC(=O)Nc1sc(=S)n(C)c1C	-3.7%	-6.6%	-16.0%	0.0%	1.4%
CC/C(O)=C1\C(=O)CC(C)(C)CC1=NCCc1nc2ccccc2[nH]1	-3.5%	-12.9%	2.0%	-4.3%	i
COc1ccc(S(=O)(=O)N2CCOCC2)cc1NC(=O)CCc1cc(OC)c(OC)c(OC)c1	-6.9%	10.3%	/	-6.2%	2.3%
CCOC(=O)CSc1nc(C)cc(C)n1	-1.5%	2.4%	9.2%	-14.8%	0.1%
CCOC(=O)c1ccc(NC(=O)c2nc[nH]c2C(=O)NCCCNC(=O)c2[nH]cnc2C(=O)Nc2ccc(C(=O)OCC)cc2)cc1	-6.6%	-9.2%	/	-12.0%	10.6%	inhibitors of VEEV 10K pilot screen=9.9
Cn1c(CC2C(=O)Nc3ccc(Br)cc32)nc2ccccc2c1=O (stereo not drawn)	11.2%	22.4%	-0.3%	1.6%	3.8%
Clc1ccc(-n2nnnc2SCc2c(-c3ccccc3)nc3sccn23)cc1	-5.2%	68.6%	-0.9%	6.5%	7.8%
CC(C)c1ccc(NS(=O)(=O)c2ccc(Cl)nc2)cc1	-1.9%	-1.6%	-4.1%	-1.4%	i
CCOc1ccc(CCNC(=O)c2ccc(CNS(=O)(=O)c3ccccc3)cc2)cc1OCC	3.3%	-10.2%	-1.8%	-13.3%	7.3%
O=C1CSC(c2ccc(Cl)cc2)N1Nc1nc(N2CCOCC2)nc(N2CCOCC2)n1 (stereo not drawn)	-1.3%	-3.8%	6.3%	11.6%	3.3%	inhibitors of VEEV 10K pilot screen=1.8
CC(C)NC(=O)CC(=O)N/N=C/c1ccc(F)cc1	17.5%	-4.5%	1.9%	0.4%	1.1%
Cc1ccc(OCCCC(=O)Nc2ccc3c(c2)OCCO3)cc1	1.5%	73.9%	/	-8.6%	0.9%
CCOC(=O)CSc1nnc([C@H](C)NC(=O)OC(C)(C)C)o1	-12.8%	21.0%	3.7%	6.6%	i
CCCN=C1N(C)C[C@@H]2[C@@H]3C(=O)N(Cc4ccccc4)C(=O)[C@@H]3[C@](Cc3ccccc3)(C(=O)OC)N12	/	/	/	22.6%	i
O=C(Cc1ccccc1)N1CCCC1c1ccccc1 (stereo not drawn)	0.7%	10.0%	4.4%	-10.5%	i
COc1ccc(C(=O)C2CCCN(Cc3c[nH]c4ccccc34)C2)c(OC)c1 (stereo not drawn)	4.8%	50.0%	-7.2%	-12.5%	i
COc1ccc(C(C)(C)C)cc1S(=O)(=O)n1ccnc1C	-0.1%	7.9%	-2.4%	-0.7%	i
COc1ccc(-c2[nH]c(-c3ccccc3)nc2SCC(=O)Nc2nccs2)cc1	6.7%	30.3%	4.7%	7.9%	7.6%
CCN(CC(=O)Nc1ccc(C)c(S(=O)(=O)N2CCOCC2)c1)Cc1ccccc1	7.9%	19.1%	-5.2%	10.1%	4.8%
Cc1ccc(C(=O)Nc2ccc(N3CCN(C)CC3)cc2)cc1C	5.1%	30.2%	-0.8%	0.7%	2.1%
CCOC(=O)C(=O)Nc1ccc2c(c1)OCO2	2.7%	6.4%	-0.2%	1.1%	0.5%
O=C1C(c2ccncc2)=C(O)c2ccccc21	-2.9%	26.2%	11.6%	0.8%	0.2%
Nc1ncnc2c1ncn2[C@H]1CC[C@@H](CO)O1	-9.4%	4.5%	/	1.8%	0.4%
Cc1cc2c(c(/C=C/C(=O)c3ccccc3)c1)OC1(C=C2)Oc2ccccc2C(=O)N1C (stereo not drawn)	4.5%	9.3%	-3.6%	1.7%	38.7%
Cc1nc(NC(=O)COC(=O)CCS(=O)(=O)c2ccccc2Cl)c(Cl)cc1Cl	-7.9%	17.8%	12.8%	-10.3%	0.1%
C[C@H](NC(=O)CCn1nnc2ccccc2c1=O)C(=O)O	-1.5%	1.8%	8.4%	-9.7%	0.4%
Cc1ccc(C)c(NC(=O)c2cnn3ccccc23)c1	-9.6%	/	/	3.8%	2.6%
Cc1ccc(C(=O)N(Cc2sccc2C)C2CCS(=O)(=O)C2)cc1 (stereo not drawn)	3.9%	-12.4%	-15.3%	10.3%	4.3%
O=C(CSc1ncn[nH]1)OCN1C(=O)c2ccccc2C1=O	-18.1%	7.7%	13.2%	-2.3%	i
COc1ccc(C(CNC(=O)Cc2ccc3ccccc3c2)N(C)C)cc1 (stereo not drawn)	2.9%	28.0%	-0.4%	2.9%	i
O=C(CSc1ncccn1)Nc1cc(Cl)ccc1[N+](=O)[O-]	-2.2%	-8.1%	-3.7%	-9.2%	1.4%
CCOCCCNS(=O)(=O)c1cc2[nH]c3c(c2cc1C)C(=O)CC(C)(C)C3	8.5%	-6.6%	0.8%	-10.3%	0.3%
COCCCNC(=O)CS(=O)(=O)Cc1nc(-c2cccc(OC)c2)oc1C	-4.5%	0.1%	/	0.0%	i
Cc1cc2ccccc2n2c(SCC(=O)N3CCc4ccccc4C3)nnc12	8.4%	7.4%	-15.8%	7.2%	i
COc1ccc(-c2csc(NC3OC(=O)c4ccccc43)n2)cc1 (stereo not drawn)	62.5%	9.3%	3.7%	3.1%	0.8%
CCCCC(=O)N(Cc1ccc(F)cc1)C1CCS(=O)(=O)C1 (stereo not drawn)	-6.3%	-11.1%	3.3%	-22.7%	i
COc1ccc(OC)c(C2CC(=O)N3CN(c4cccc(Cl)c4C)CSC3=C2C#N)c1 (stereo not drawn)	-9.4%	21.6%	-0.7%	4.5%	2.6%
Cc1c(NC(=O)C(C)N2C(=O)C3C4C=CC(C4)C3C2=O)c(=O)n(-c2ccccc2)n1C (stereo not drawn)	-1.2%	-12.9%	14.5%	0.1%	0.4%
O=C1Nc2ccccc2Nc2ncccc21	-1.3%	15.4%	-9.0%	-18.6%	4.9%
(cont.)
SMILES	M. tuberculosis HTS	tuberculosis growth	PhoP GFP inhibition	H1N1 NS1A inhibition	inhibitors of VEEV	others
O=C(Cn1cnc2c(OCc3ccccc3)ncnc21)NCc1ccccn1	0.8%	3.8%	/	4.2%	i
NS(=O)(=O)c1ccc(CNC(=O)c2ccc(Cl)c([N+](=O)[O-])c2)cc1	-0.9%	-12.6%	5.2%	-12.9%	0.3%
CC(NC(C)c1ccccc1Cl)C(=O)Nc1cccc(S(=O)(=O)N2CCCCC2)c1 (stereo not drawn)	-4.7%	24.0%	/	1.7%	2.2%
Cc1onc(-c2c(F)cccc2Cl)c1C(=O)N=C(N)N1CCCC1	8.9%	4.8%	4.0%	-12.0%	3.8%
CCOc1ccc(NC(=O)COC(=O)CC2CC3CCC2C3)cc1 (stereo not drawn)	-0.2%	55.5%	/	-5.3%	0.8%
Cc1ccc2nc(CCc3nc4ccc(C)cc4[nH]3)[nH]c2c1	-5.8%	i	-6.5%	-23.0%	4.5%
Cc1sc2nc(CN3CCC(C)CC3)nc(Cl)c2c1C	-0.5%	28.4%	-3.9%	/	/
COC(=O)c1ccc(Cn2nnc3c(=O)[nH]c(C4CCCN(S(=O)(=O)c5ccc(C)cc5)C4)nc32)cc1 (stereo not drawn)	-3.2%	-11.0%	0.8%	2.9%	2.9%
O=C(NC1CCCCCC1)c1ccc(=O)n(Cc2ccccc2)n1	-0.6%	41.9%	17.5%	-8.2%	2.2%
COc1ccc(N(C(=O)c2cccnc2)S(=O)(=O)c2cc(OC)ccc2OC)cc1	-1.9%	-12.1%	-9.7%	-10.4%	2.7%

Ordered by length of the SMILES (lowest first): some entries from above
SMILES	M. tuberculosis HTS	tuberculosis growth	PhoP GFP inhibition	H1N1 NS1A inhibition	inhibitors of VEEV	others
O=[N+]([O-])c1[nH]cnc1Br	/	/	/	10.0%	i
CCOC(=O)C(=O)Nc1ccc2c(c1)OCO2	2.7%	6.4%	-0.2%	1.1%	0.5%
Cc1ccc(C)c(NC(=O)c2cnn3ccccc23)c1	-9.6%	/	/	3.8%	2.6%
Cc1ccc(OCCCC(=O)Nc2ccc3c(c2)OCCO3)cc1	1.5%	73.9%	/	-8.6%	0.9%
CCOc1ccc(NC(=O)COC(=O)CC2CC3CCC2C3)cc1 (stereo not drawn)	-0.2%	55.5%	/	-5.3%	0.8%
Cc1ccc(C(=O)Nc2ccc(N3CCN(C)CC3)cc2)cc1C	5.1%	30.2%	-0.8%	0.7%	2.1%
Cc1ccc2nc(CCc3nc4ccc(C)cc4[nH]3)[nH]c2c1	-5.8%	i	-6.5%	-23.0%	4.5%
COc1cc(CC(=O)NCC(C)(C)N2CCOCC2)cc(OC)c1OC	-2.0%	-8.5%	-12.1%	-22.9%	1.9%
CCOC(=O)CSc1nnc([C@H](C)NC(=O)OC(C)(C)C)o1	-12.8%	21.0%	3.7%	6.6%	i
Cc1cc2ccccc2n2c(SCC(=O)N3CCc4ccccc4C3)nnc12	8.4%	7.4%	-15.8%	7.2%	i
CC1(C)SC(=Nc2ccccc2)N(S(=O)(=O)c2ccccc2)C1=O	2.5%	3.5%	-4.1%	-0.3%	1.4%	inhibitors of VEEV 10K pilot screen=1.1
Clc1ccc(-n2nnnc2SCc2c(-c3ccccc3)nc3sccn23)cc1	-5.2%	68.6%	-0.9%	6.5%	7.8%
COc1ccc(C(=O)C2CCCN(Cc3c[nH]c4ccccc34)C2)c(OC)c1 (stereo not drawn)	4.8%	50.0%	-7.2%	-12.5%	i
COc1ccc(N2CCN(C(CNC(=O)C(=O)NC3CC3)c3ccco3)CC2)cc1 (stereo not drawn)	-3.9%	-3.9%	0.7%	-16.5%	0.5%
CCOCCCNS(=O)(=O)c1cc2[nH]c3c(c2cc1C)C(=O)CC(C)(C)C3	8.5%	-6.6%	0.8%	-10.3%	0.3%
O=C1CSC(c2ccc(Cl)cc2)N1Nc1nc(N2CCOCC2)nc(N2CCOCC2)n1 (stereo not drawn)	-1.3%	-3.8%	6.3%	11.6%	3.3%	inhibitors of VEEV 10K pilot screen=1.8
CCOC(=O)c1ccc(NC(=O)c2nc[nH]c2C(=O)N[C@@H](C)C(=O)OC(C)(C)C)cc1	?	49.5%	-6.1%	-14.8%	4.9%
CCCN=C1N(C)C[C@@H]2[C@@H]3C(=O)N(Cc4ccccc4)C(=O)[C@@H]3[C@](Cc3ccccc3)(C(=O)OC)N12	/	/	/	22.6%	i

(continued)
SMILES	M. tuberculosis HTS	tuberculosis growth	PhoP GFP inhibition	H1N1 NS1A inhibition	inhibitors of VEEV	others
Cc1onc(-c2c(F)cccc2Cl)c1C(=O)N1CCCC1	/	/	/	-17.3%	2.6%
CCCCn1nnc(NC(=O)c2ccc(-c3ccccc3)cc2)n1	-1.1%	-0.8%	-2.7%	-16.2%	0.1%
O=C1c2c([N+](=O)[O-])cc([N+](=O)[O-])cc2S(=O)N1Cc1ccccc1 (stereo not drawn)	10.5%	6.5%	6.1%	12.8%	0.4%
CN(C)CCCOC(=O)c1cc2ccccc2o1	0.8%	2.3%	22.4%	0.3%	2.2%
